# Assay outcomes as filed in PubChem.
# TNAP pNPP inh – human TNAP enzyme inhibitors, primary screen, biochemical, colorimetric, p-nitrophenol readout; Alkaline phosphatase, tissue-nonspecific isozyme (Homo sapiens), P05186; purified TNAP, pNPP hydrolysis, absorbance 405 nm; inhibition, % at 20 µM; 21,000 tested, under 10 active;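 further: 0% = DMSO only wells and 100% = 1 mM levamisole wells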
# Target sequence (P05186 whole entry, looked up): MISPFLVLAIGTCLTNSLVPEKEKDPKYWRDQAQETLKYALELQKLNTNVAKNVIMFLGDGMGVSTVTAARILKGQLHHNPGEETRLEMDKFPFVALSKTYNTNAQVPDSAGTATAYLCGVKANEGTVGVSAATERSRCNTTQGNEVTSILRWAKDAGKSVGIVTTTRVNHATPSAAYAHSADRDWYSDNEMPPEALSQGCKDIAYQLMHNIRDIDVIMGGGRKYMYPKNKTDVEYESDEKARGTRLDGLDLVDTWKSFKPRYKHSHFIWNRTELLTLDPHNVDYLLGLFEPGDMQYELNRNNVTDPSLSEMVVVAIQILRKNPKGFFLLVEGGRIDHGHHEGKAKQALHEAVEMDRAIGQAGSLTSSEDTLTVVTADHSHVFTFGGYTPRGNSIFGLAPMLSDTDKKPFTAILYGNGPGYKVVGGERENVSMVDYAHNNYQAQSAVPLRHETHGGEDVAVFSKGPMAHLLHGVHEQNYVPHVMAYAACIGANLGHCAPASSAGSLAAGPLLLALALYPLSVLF
# TNAP Pi inh – human TNAP enzyme inhibitors, primary screen, biochemical, colorimetric, phosphate release readout. Alkaline phosphatase, tissue-nonspecific isozyme (Homo sapiens), P05186. purified TNAP, pNPP, malachite green phosphate absorbance. inhibition, % at 20 µM. 21,000 tested, under 10 active. AID 614, 2007
# Active calls of the source: *.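 How the source made its calls: active means inhibition above 50% at the 20 µM single-dose screen; inactive means the rest.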
TNAP pNPP inh,TNAP Pi inh,SMILES
2,9,O=C(C1Cc2ccccc2CN1S(=O)(=O)c1cccs1)N1CCCCCC1 (stereo not given)
2,3,CCOC(=O)C1C(=O)NC(N2CCN(c3ccccc3)CC2)=NC1c1ccco1 (stereo not given)
0,14,COc1cc(C(=O)OC2CCN(C)CC2)cc(OC)c1OC
6,-1,N#Cc1c(N)nc(-c2ccccc2)nc1-c1ccccc1
3,7,CN1CCN(Cc2ccc(-c3ccc(Cl)cc3)o2)CC1
3,8,CC(=O)Nc1nonc1-c1nc2ccccc2n1CCC#N
-18,2,Cc1cc(C)cc(N(CC(=O)NCc2cccnc2)S(C)(=O)=O)c1
4,10,O=C1c2ccccc2C(=O)N1Cc1nc(-c2ccccc2)no1
5,8,CC(C)C(c1nnnn1Cc1ccc(F)cc1)N1CCN(C2CCCCC2)CC1 (stereo not given)
5,14,Cc1cc(C)n(CC(O)COc2ccccc2C(=O)Nc2ccccc2)n1 (stereo not given)
3,-2,CCc1cccc(C)c1NC(=O)C1C2CCC(O2)C1C(=O)O (stereo not given)
2,6,CN(C)c1oc(-c2cccs2)nc1C#N
12,20,CCOC(=O)C1=C(C)NC(=O)C1CC(=O)Nc1ccccc1 (stereo not given)
-4,-27,O=C(CSc1nc(-c2ccco2)cc(C(F)(F)F)n1)N1CCc2ccccc2C1
-8,-5,O=S(=O)(NCCc1ccccc1)c1cccc(S(=O)(=O)N2CCOCC2)c1
6,12,COc1ccccc1N1CCN(C2CCN(C(=O)c3cc(OC)c(OC)c(OC)c3)CC2)CC1
2,9,O=C(O)c1ccc2cc[nH]c2c1
5,-19,O=C(CSc1nnc(-c2c[nH]c3ccccc23)o1)N1c2ccccc2CCc2ccccc21
-1,5,Cc1cc(NC(=O)CSc2nnnn2Cc2ccccc2)no1
5,10,CCCSc1nc(N2CCCC2)c2c(c1C#N)CC(C)(C)OC2
-4,4,CC(=O)Nc1ccc(-c2nnn(CC(=O)c3ccccc3)n2)cc1Cl
4,-6,CC(C)C(=O)Nc1cc(=O)[nH]c2ncnn12
4,7,CCN(CC)CCNC(=O)c1ccc(NC(C)=O)cc1
8,11,O=C(O)CCCC(=O)Nc1ccc(C(=O)NCc2cccnc2)cc1
2,13,O=C(NCc1ccc2c(c1)OCO2)C1CC(=O)N(c2ccc(O)cc2)C1 (stereo not given)
5,-19,CC(=O)Nc1c(C(=O)O)oc2ccccc12
3,5,O=C(NCc1cccnc1)c1cccc(Cl)c1
0,3,CC(C)C(C(=O)NCc1ccco1)N(C(=O)CNS(=O)(=O)c1ccc(Cl)cc1)C1CCCC1 (stereo not given)
-9,-8,CCC(=O)c1ccc(N2CCN(C(=O)COc3ccc(F)cc3)CC2)c(F)c1
-35,-43,Fc1cc2nccnc2cc1N1CCSCC1
4,16,CC1(C)CC(=O)c2cn3c(nc2C1)nc1ccccc13
4,-1,CC1(C)Cc2c(sc3c2C(=O)N(c2ccccc2)C2=NCCCN23)CO1
0,14,Cc1ccc(P(=O)(OCCN2CCOCC2)C(C)(C)C)o1 (stereo not given)
1,10,O=C(NCc1ccccn1)c1cc2cc(Br)ccc2oc1=O
1,10,Cc1c(-c2cccs2)[n+](=O)c2c(n1[O-])CCC2
4,-17,CCN(CC)CCCNc1oc(-c2ccc(OC)c(OC)c2)nc1C#N
5,6,COc1cc(-c2nc3oc4ccccc4c(=O)c3c(=O)n2Cc2ccco2)cc(OC)c1OC
2,4,Cc1cc(OCCN2CCOCC2)nc2ccccc12
5,9,Cc1cccc(S(=O)(=O)c2c(N)n(Cc3ccco3)c3nc4ccccc4nc23)c1
0,0,c1csc(-c2nnc(-c3ccc(N4CCOCC4)cc3)o2)c1
0,8,OCCN1CCOCCN(CCO)CCOCC1
3,6,C=CCn1c(SCc2c(F)c(F)c(F)c(F)c2F)nc(O)cc1=O
3,4,CCN(CC)c1ccc(C=Nc2ccc(C#N)cc2)c(O)c1
-5,10,Cc1cc(C)c(C#N)c(SCC(=O)N(C)C2CCCCC2)n1
7,-16,CCN1CCCC1CNS(=O)(=O)c1ccc(C(=O)Nc2ccccc2)cc1 (stereo not given)
-2,13,CC(=O)C1=C(C)NC(SCC(=O)c2ccc(C)cc2)=C(C#N)C1c1ccco1 (stereo not given)
5,-16,CCCc1cc(=O)[nH]c(/N=C(/NC(=O)c2ccccc2)Nc2ccc3c(c2)OCCO3)n1
-8,3,CCCOc1ccc(CSc2nnc(CCC)n2N)cc1
1,10,COC(=O)c1ccsc1NC(=O)CN1CCN(c2ccc(F)cc2)CC1
0,5,O=C(Nc1c(C(=O)N2CCOCC2)cnn1-c1ccccc1Cl)c1ccco1

# Continuation.
TNAP pNPP inh,TNAP Pi inh,SMILES
4,2,COC(=O)C1=C(N)Oc2cc(C)n(CC3CCCO3)c(=O)c2C1c1ccc(Cl)cc1 (stereo not given)
4,-19,C=CCN(CC=C)c1nc2ccccc2nc1C(C#N)C(=O)OCCOC (stereo not given)
5,13,Clc1ccc(CSc2nnc([C@@H]3CCCN3)o2)cc1Cl
3,5,COC(=O)CSc1nnc2n(-c3ccc(OC)cc3)c(=O)c3c4c(sc3n12)CCCCC4
6,-1,C=CCn1c(N)cc(=O)nc1SCC(=O)NC(C)c1ccccc1 (stereo not given)
3,7,COc1cccc(CC(NC(C)=O)C(=O)NC2CCN(c3nc(C)cc(C)c3C#N)CC2)c1 (stereo not given)
2,-8,COc1ccc2c(c1)c(C(=O)CN1CCOCC1)c(C)n2C
0,9,Cc1nnc2n(c1=O)C(CS(=O)(=O)c1ccccc1)CS2 (stereo not given)
3,11,Cc1ccc2nc(CCc3nc4ccc(C)cc4o3)oc2c1
6,10,O=C(O)C1C2CCC(C2)C1C(=O)Nc1cc(F)ccc1F (stereo not given)
6,8,CCN(CC)C(=O)C(C)N(C#N)c1nc(SC)nc(N(C)C)n1 (stereo not given)
-6,-7,COc1ccc(N(C)C(=O)Nc2ccc3c(c2)nnn3C)cc1
-34,-64,O=C(c1ccc(S(=O)(=O)N2CCCC2)cc1)N1CCN(Cc2ccc3c(c2)OCO3)CC1
6,15,Cc1ccc(C)c2[nH]c(=O)c(C(c3nnnn3C3CCCC3)N3CCOCC3)cc12 (stereo not given)
5,1,COc1ccc(C(CNC(=O)COc2ccccc2C#N)N2CCOCC2)cc1 (stereo not given)
0,0,Clc1ccc2nc(CN3CCCc4ccccc43)cn2c1
6,8,COc1ccc(C2(C(=O)NCCCN3CCOCC3)CCOCC2)cc1
3,2,Cn1c(COc2ccccc2)nnc1SCc1cc(=O)[nH]c2ccccc12
0,4,CC(=O)Nc1ccccc1C(=O)N1CCc2ccccc21
2,4,COC(=O)COc1ccc(S(=O)(=O)NCC2CCCO2)cc1Cl (stereo not given)
4,-13,COc1cc(C2C3C(=O)N(c4ccc(F)cc4)C(=O)C3ON2c2ccccc2)ccc1O (stereo not given)
4,-14,CCCS(=O)(=O)N1CCN(Cc2ccccc2C(F)(F)F)CC1
6,10,COc1ccc(-c2nc(C#N)c(N3CC(C)OC(C)C3)o2)cc1OC (stereo not given)
5,2,COC(=O)c1[nH]c2ccc(Cl)cc2c1NC(=O)CN1CCC(C(N)=O)CC1
-3,3,Cc1ccc(C)c(N(C(=O)CCC(=O)Nc2cc(C)on2)C(C(=O)NC2CCCC2)c2ccco2)c1 (stereo not given)
-9,-3,COc1ccc(C(=O)Nc2nc(-c3cccs3)cs2)cc1
7,14,CCc1cccc(NC(=O)C2CCCC2)c1
7,7,COc1ccc(-c2nn(-c3ccccc3)cc2CO)cc1OC
5,6,Cc1ccc(Nc2nc(N3CCOCC3)nc(N3CCOCC3)n2)cc1
6,-3,Cc1ccc2oc(=O)cc(CN3CCC(C)CC3)c2c1
2,8,O=C(C1CCN(Cc2cc(Cl)ccc2O)CC1)N1CCN(Cc2ccccc2)CC1
-20,-8,CCCn1c(=NC(=O)c2ccco2)c(C(=O)OCC)cc2c(=O)n3ccccc3nc21
5,9,CCc1cc2c(=O)[nH]cnc2s1
2,6,CC1(C)S[C@@H]2[C@H](NC(=O)Cc3ccccc3)C(=O)N2[C@H]1C(=O)O
3,12,COc1ccccc1-n1c(SCC(=O)N2CCCCC2)nc2cccnc21
5,12,Cc1c(N=C2NC(=O)C(CC(=O)Nc3ccc(Cl)cc3)S2)c(=O)n(-c2ccccc2)n1C (stereo not given)
6,7,CCOc1cc(C(=O)Nc2cc(C)on2)cc(OCC)c1OCC
-2,9,Cc1ccc(S(=O)(=O)C(C#N)c2nc3ccccc3nc2N2CC(C)OC(C)C2)cc1C (stereo not given)
1,7,CN1CCN(c2nc3nonc3nc2N2CCN(C)CC2)CC1
4,10,COc1ccc(OC)c(S(=O)(=O)N2C(C)CCCC2C)c1 (stereo not given)
2,3,O=C(NCC1CCCO1)c1cccc(Br)c1 (stereo not given)
8,13,COc1ccc(-c2ccc(SCC(=O)N3CCOCC3)nn2)cc1
-8,-8,O=C1C(Cl)=C(N2CCCCC2)C(=O)N1c1ccccc1
2,-3,COc1ccc2cc(CN(CCc3ccccc3)Cc3nnnn3Cc3ccco3)c(=O)[nH]c2c1
-1,6,CCCCCCn1c(SCC(C)C)nc2c1c(=O)[nH]c(=O)n2C
-5,4,Cc1ccc(OCc2ccc(C(=O)Nc3nccs3)o2)cc1
2,16,COc1cccc(C2C(C(=O)Nc3ccc(C)cc3C)=C(C)Nc3ncnn32)c1OC (stereo not given)
0,0,CC(C)C(OC(=O)c1cccs1)C(=O)NCc1cccs1 (stereo not given)
6,1,COc1cc(NC(=O)c2cccs2)ccc1NC(=O)c1ccco1
6,8,CN(C)C(=O)NCc1ccc(S(N)(=O)=O)cc1

# The list goes on; it opens with the 4 that closed the last part.
TNAP pNPP inh,TNAP Pi inh,SMILES
2,16,COc1cccc(C2C(C(=O)Nc3ccc(C)cc3C)=C(C)Nc3ncnn32)c1OC (stereo not given)
0,0,CC(C)C(OC(=O)c1cccs1)C(=O)NCc1cccs1 (stereo not given)
6,1,COc1cc(NC(=O)c2cccs2)ccc1NC(=O)c1ccco1
6,8,CN(C)C(=O)NCc1ccc(S(N)(=O)=O)cc1
0,0,COC(=O)CC1=C(C(=O)OC)C(c2ccc3c(c2Cl)OCO3)C(C#N)=C(N)O1 (stereo not given)
4,-18,COCCNC(=O)C(C#N)c1nc2ccccc2nc1N1CCCCCC1 (stereo not given)
-1,6,Cc1cc(Cl)ccc1OCC(=O)N1CC(C)CC(C)C1 (stereo not given)
1,7,CCOC(=O)C1[C@H]2C(=O)N(CCCOC)C[C@]23C=C[C@H]1O3 (stereo not given in full)
0,0,Cc1nnc2c(NC(C)C)nc3ccccc3n12
-6,10,CN(C)c1ccnc(SCc2ccccc2Cl)c1C#N
4,10,Cc1ccc(Cn2c(N3CCCCCC3)nc3c2c(=O)[nH]c(=O)n3C)cc1
7,1,COc1ccc2c(c1OC)C(=O)O[C@@H]2[C@H]1c2c(cc3c(c2OC)OCO3)CCN1C
3,7,COc1ccccc1N1CCN(CC(O)COc2ccc(S(=O)(=O)N3CCOCC3)cc2)CC1 (stereo not given)
2,8,COc1cccc(C2C(C(=O)NCc3ccccc3)=C(C)Nc3ncnn32)c1 (stereo not given)

# Three entries from above, in CSV form.
mol,TNAP pNPP inh,TNAP Pi inh
CCC(=O)c1ccc(N2CCN(C(=O)COc3ccc(F)cc3)CC2)c(F)c1,-9,-8
O=C(O)c1ccc2cc[nH]c2c1,2,9
Cc1cc(Cl)ccc1OCC(=O)N1CC(C)CC(C)C1 (stereo not given),-1,6

# Continuation:
TNAP pNPP inh,TNAP Pi inh,SMILES
2,10,Cc1cc(NC(=O)Cn2cc(C(F)(F)F)cc(Cl)c2=O)no1
0,0,COc1ccc(OC(C)C(=O)N2CCc3ccccc3C2)cc1 (stereo not given)
3,10,Cc1cc(C)cc(-n2c3nc4ccccc4nc3c3c(=O)n(Cc4ccco4)cnc32)c1
-2,7,O=C1CC(N2CCN(c3ccccc3F)CC2)C(=O)N1c1ccc2c(c1)OCCO2 (stereo not given)
2,17,CCCc1nc2ccccc2c(=O)n1-c1c(C)n(C)n(-c2ccccc2)c1=O
4,16,O=C1c2ccccc2C(=O)N1CCSc1nnc(-c2ccco2)n1Cc1ccccc1
5,-18,CC1(C)OC(=O)C(=CNCC(=O)NCC(=O)O)C(=O)O1
-4,0,COc1ccc(NC(=O)Cn2nnc(-c3ccccc3NC(=O)c3cccs3)n2)cc1
-2,5,Oc1ccccc1C1=Nc2ncnn2C(c2ccc(F)cc2)C1 (stereo not given)
-1,-1,COc1ccc(OC)c(S(=O)(=O)N2CCC(C(=O)Nc3cccc(C)c3C)CC2)c1

# A draw from above in order of molar mass, lowest first:
TNAP pNPP inh,TNAP Pi inh,SMILES
2,10,Cc1cc(NC(=O)Cn2cc(C(F)(F)F)cc(Cl)c2=O)no1
-2,7,O=C1CC(N2CCN(c3ccccc3F)CC2)C(=O)N1c1ccc2c(c1)OCCO2 (stereo not given)
-1,-1,COc1ccc(OC)c(S(=O)(=O)N2CCC(C(=O)Nc3cccc(C)c3C)CC2)c1

# Later entries.
TNAP pNPP inh,TNAP Pi inh,SMILES
4,13,Cc1ccc(N2CCN(CCc3nc4cc(NC(=O)c5ccco5)ccc4n3C)CC2)cc1
7,19,Cc1[nH]c2ccccc2c1C(=O)COC(=O)C1CCC(=O)N1 (stereo not given)
8,6,Cn1cnnc1Sc1nc2ccccc2nc1NS(=O)(=O)c1ccccc1
5,-3,O=C(CSc1nnc(-c2ccc(F)cc2)o1)N1CCN(C(=O)c2ccco2)CC1
1,6,CCOC(=O)c1ccc(OCC(=O)c2ccc(O)cc2O)cc1
4,4,CCOC(=O)c1[nH]c2ccccc2c1NC(=O)CN1CCCCC1

# 2 of these compounds in another layout.
> CCOC(=O)c1ccc(OCC(=O)c2ccc(O)cc2O)cc1
  TNAP pNPP inh: 1
  TNAP Pi inh: 6

> CCOC(=O)c1[nH]c2ccccc2c1NC(=O)CN1CCCCC1
  TNAP pNPP inh: 4
  TNAP Pi inh: 4

# Not all compounds are listed; rates above refer to the full screens.
